15-hLO inh = 15-hLO (ALOX15) enzyme inhibition; purified 15hLO-1, xylenol orange hydroperoxide absorbance; Potency, µM (doses to about 57.1 µM), for the others: at the top dose activity change, negative = inhibition, hits mostly inhibitors; 74,000 compounds, 1.4% hits; AID 887; note: potency is the fitted concentration of half-maximal effect; % is set by controls: 0 for no effect and ±100 for the full control effect; nearly all actives have a fitted effect of over 55% in size
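40 nM 15hLO-1 + cpd, 15 min RT; start w/ 50 uM AA (final), 6 min RT; stop/detect w/ 200 uM XO + 300 uM Fe(II) in 50 mM H2SO4, 30 min; A573/A405. Buffer 25 mM Hepes pH 7.5, 0.01% Triton X-100. No-enzyme wells as negative control.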
DNA Pol III inh = blocks replication by bacterial DNA polymerase III holoenzyme | 71,000 compounds, 0.25% hits | reconstituted DNA polymerase III holoenzyme replication, biochemical | Potency, µM (doses to about 57.1 µM), without a hit: top-dose activity change, negative = inhibition; note: potency is the fitted concentration of half-maximal effect; % is set by controls: 0 for no effect and ±100 for the full control effect
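Reconstituted *E. coli* holoenzyme (0.35 nM Pol III, 1 nM beta, 154 nM SSB, 2 nM primase) was preincubated with compound for 15 min at RT. Synthesis on 1.4 nM ssM13Gori ran 35 min, then was stopped with PicoGreen/EDTA and read as dsDNA fluorescence.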
USP2a inhib = inhibitors of human ubiquitin-specific protease USP2a; USP2a enzymatic assay, qHTS inhibition; 60,000 compounds, 0.1% hits; Potency, µM (top dose mostly 38.3 µM), without a hit: at the top dose activity change, negative = inhibition, actives largely listed as inhibitors; AID 927; O75604;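 note: potency is the fitted concentration of half-maximal effect; nearly all actives have a fitted effect of over 60% in size; plate controls were DMSO for no effect and NEM full inhibition control for full effect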
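Inhibition is measured in a cell-free coupled assay with 20 nM USP2 core, 20 nM Ub-PLA2 and 20 uM NBD C6-HPC, 2.5 h incubation. Activity normalized to NEM control.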
CRE Fsk mod = alters forskolin-stimulated CRE reporter signaling in CHO cells; CHO CRE-bla reporter (cAMP response element driving beta-lactamase), forskolin EC10, beta-lactamase ratio; Potency, µM (doses to about 38.2 µM), inactives show at the top dose activity change, negative = inhibition, actives largely listed as activators; 71,000 compounds, 2.5% hits; active = well fitted activation curve with a large enough effect in the signal ratio, with a control signal flat, not every such curve was filed as active; inconclusive = small, poorly fitted or top-dose-only effect, or effect the other way, or a change in a side signal; the % refers to the signal ratio; note: potency is the fitted concentration of half-maximal effect; % of control where 0% means no effect
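Titrated compounds plus EC10 NKH 477 on CHO CRE-bla cells, 3 h, 37 °C. CCF4, 2 h RT. Ratio 460/530 nm → AC50.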
BRCT PPI green = BRCA1 BRCT-phosphoprotein interaction inhibition; P38398; BRCA1 BRCT-phosphopeptide binding, green fluorescence polarization; Potency, µM (highest dose often 76.9 µM), inactives show at the top dose activity change, negative = inhibition, hits mostly inhibitors; 75,000 compounds, 0.05% hits; AID 875;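 note: potency is the fitted concentration of half-maximal effect; plate controls were peptide without protein for full effect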
Target sequence (P38398 whole entry, looked up): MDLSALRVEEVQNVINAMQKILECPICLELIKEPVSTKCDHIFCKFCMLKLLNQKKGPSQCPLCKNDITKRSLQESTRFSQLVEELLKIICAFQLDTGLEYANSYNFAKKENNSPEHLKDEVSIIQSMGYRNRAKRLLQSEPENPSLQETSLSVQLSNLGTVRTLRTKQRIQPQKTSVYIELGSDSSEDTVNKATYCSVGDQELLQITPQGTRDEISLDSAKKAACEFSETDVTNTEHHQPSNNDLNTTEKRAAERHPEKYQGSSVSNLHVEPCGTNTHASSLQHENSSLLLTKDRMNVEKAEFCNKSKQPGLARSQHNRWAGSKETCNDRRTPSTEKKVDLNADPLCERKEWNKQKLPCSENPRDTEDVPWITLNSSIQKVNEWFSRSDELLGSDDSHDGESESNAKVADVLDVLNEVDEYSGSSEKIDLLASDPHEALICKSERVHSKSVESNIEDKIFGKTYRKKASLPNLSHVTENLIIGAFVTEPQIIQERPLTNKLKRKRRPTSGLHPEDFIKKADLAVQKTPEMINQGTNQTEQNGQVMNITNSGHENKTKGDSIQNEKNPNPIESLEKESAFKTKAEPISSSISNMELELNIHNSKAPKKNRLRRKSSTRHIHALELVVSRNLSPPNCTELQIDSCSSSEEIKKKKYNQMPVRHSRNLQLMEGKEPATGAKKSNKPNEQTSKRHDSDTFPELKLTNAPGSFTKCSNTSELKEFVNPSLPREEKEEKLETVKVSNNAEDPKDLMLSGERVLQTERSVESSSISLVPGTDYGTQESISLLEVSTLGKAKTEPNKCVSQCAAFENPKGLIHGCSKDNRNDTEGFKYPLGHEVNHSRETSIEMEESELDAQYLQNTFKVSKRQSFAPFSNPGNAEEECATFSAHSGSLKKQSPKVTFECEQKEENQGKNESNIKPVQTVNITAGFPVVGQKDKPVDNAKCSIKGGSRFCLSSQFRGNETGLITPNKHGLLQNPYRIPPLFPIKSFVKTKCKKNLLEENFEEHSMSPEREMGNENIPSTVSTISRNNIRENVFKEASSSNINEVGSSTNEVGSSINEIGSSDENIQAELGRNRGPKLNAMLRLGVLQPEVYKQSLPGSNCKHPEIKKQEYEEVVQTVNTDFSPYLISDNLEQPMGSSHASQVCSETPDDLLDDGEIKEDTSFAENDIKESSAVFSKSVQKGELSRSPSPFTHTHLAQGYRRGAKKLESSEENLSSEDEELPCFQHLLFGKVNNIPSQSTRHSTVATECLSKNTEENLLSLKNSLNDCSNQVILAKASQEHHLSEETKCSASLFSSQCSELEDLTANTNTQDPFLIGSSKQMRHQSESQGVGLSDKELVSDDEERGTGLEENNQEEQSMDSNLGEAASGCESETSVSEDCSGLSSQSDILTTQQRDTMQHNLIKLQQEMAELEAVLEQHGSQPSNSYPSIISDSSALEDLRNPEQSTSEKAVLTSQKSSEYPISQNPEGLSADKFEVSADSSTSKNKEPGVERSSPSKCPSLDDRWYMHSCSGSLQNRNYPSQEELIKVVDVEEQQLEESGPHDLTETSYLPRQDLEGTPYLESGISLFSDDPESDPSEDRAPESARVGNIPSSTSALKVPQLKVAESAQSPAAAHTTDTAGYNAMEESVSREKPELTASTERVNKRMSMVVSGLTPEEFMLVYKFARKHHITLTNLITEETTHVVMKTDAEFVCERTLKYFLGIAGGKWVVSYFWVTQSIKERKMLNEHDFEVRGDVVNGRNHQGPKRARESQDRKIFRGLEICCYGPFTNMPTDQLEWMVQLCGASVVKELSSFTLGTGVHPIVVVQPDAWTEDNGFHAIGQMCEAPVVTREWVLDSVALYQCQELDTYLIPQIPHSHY
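Fluorescence polarization: His-tagged BRCT (~35 kDa BRCA1 C-terminus, 250 nM) bound to 100 nM fluorescein-labeled phosphorylated 10-aa BACH1 peptide, pH 7.3 phosphate buffer with DTT and Tween 20. Compounds incubated 12 min at room temperature; inhibition read as lowered polarization.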
GFP derepression = epigenetic GFP locus derepression in mouse cells. mouse C127i GFP locus derepression, cytometry, 30 h. 68,000 compounds, 0.09% hits. Potency, µM (highest dose often 46.1 µM), for inactives: at the highest dose GFP derepression (activation); note: % of control where 0% means no effect
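Locus derepression in mouse mammary C127i cells whose integrated CMV-GFP reporter is normally silent; GFP expression after 30 h compound treatment was quantified by counting fluorescent cells.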
Ub-GFP proteasome = proteasome inhibitors stabilizing ubiquitin-GFP reporter. Ubiquitin-GFP reporter cells, proteasome inhibition, GFP fluorescence; response scale: untreated = 0%, 10 µM MG-132 = 100%. Potency, µM (series often up to 45.9 µM), for inactives: at the top dose activation (GFP accumulation), actives largely listed as activators. 67,000 tested, under 10 active. AID 526; active = well fitted activation curve with a large enough effect, not every such curve was filed as active; inconclusive = small, poorly fitted or top-dose-only effect, or another doubt; inactive = no such curve, though single readings can be large or run the other way; note: potency is the fitted concentration of half-maximal effect
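U2OS Ub(G76V)-GFP reporter; O/N plating, 0.5% FBS; cpd 46 uM–2.9 nM, 4 h, 37 °C; GFP+ cell count, 488/515 nm; norm. to basal vs 10 uM MG-132; CRC fit.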
HADH2 inh = HADH2 (human) dehydrogenase inhibition; Q99714; recombinant HADH2, NADH fluorescence, beta-hydroxybutyryl-CoA; Potency, µM (titrated, usually from 57.1 µM), without a hit: top-dose activity change, negative = inhibition, hits mostly inhibitors; 73,000 compounds, 3.4% hits; note: potency is the fitted concentration of half-maximal effect; % is set by controls: 0 for no effect and ±100 for the full control effect; nearly all actives have a fitted effect of over 60% in size; many of its hits are not listed in these tables
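Read-out: 360 nm excitation, 450 nm emission, kinetic over 4 min. Conditions: His-tagged human HADH2 20 nM, pH 9.0 Tris with Tween-20, 1 mM NAD+, 90 uM beta-hydroxybutyryl-CoA.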
HBB splicing = alters splicing of the hemoglobin beta chain; HBB splicing reporter cell assay, activation; EGFP reporter with mutant IVS2-654 intron; response scale: normalised to 500 nM splice-correcting PNA; 65,000 compounds, 0.06% hits; AID 925; Potency, µM (doses to about 46.1 µM), inactives show at the highest dose activation, usual class: activators; note: potency is the fitted concentration of half-maximal effect; 0% is about no effect
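Compounds were applied for 2 days to HeLa EGFP-654 cells, 500/well in Optimem with 2% FCS. The reporter's EGFP is disrupted by mis-splicing of beta-globin intron IVS2-654. Readout: summed well GFP fluorescence from 488 nm laser scanning; reference was 500 nM antisense […] 654 PNA.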
BRCT inh red = BRCT-phosphoprotein interaction inhibition (red fluorophore). P38398. BRCT-phosphopeptide binding, red fluorescence polarization. Potency, µM (titrated, usually from 76.9 µM), for inactives: top-dose activity change, negative = inhibition, actives largely listed as inhibitors. 75,000 compounds, 0.03% hits. AID 892; note: % is set by controls: 0 for no effect and ±100 for the full control effect
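Fluorescence polarization: 100 nM His-tagged BRCA1 BRCT with 100 nM TAMRA-labelled phospho-BACH1 decapeptide, phosphate buffer pH 7.3 with 150 mM NaCl, DTT, 0.01% Tween 20; 12 min RT. Binding inhibition seen as FP decrease.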
Hsp90 Hop PPI = changes Hsp90-Hop TPR2A binding signal, up or down; AlphaScreen TPR2A-His6 binding biotin-Hsp90 C-terminal peptide; Potency, µM (series often up to 57 µM), for the others: top-dose activity change, negative = inhibition; AID 595; 71,000 compounds, 0.44% hits; active = well fitted curve in either direction with a large enough effect; inconclusive = small, poorly fitted or top-dose-only effect, or another doubt; note: potency is the fitted concentration of half-maximal effect; % is set by controls: 0 for no effect and ±100 for the full control effect; many of its hits are not listed in these tables
Numbers without * were called inactive; ? = inconclusive; · = not tested or not shown; [ ] = another dose, or the depositor's remark. Unless noted, calls come from the whole dose curve; as a rule, active = well fitted curve in the direction sought with a large enough effect; inconclusive = small, poorly fitted or top-dose-only effect, or another doubt; inactive = no such curve, though single readings can be large; an effect the other way counts as inactive or inconclusive. These rows are one share of the data; the hit share may differ from the screen's.

SMILES | 15-hLO inh | DNA Pol III inh | USP2a inhib | CRE Fsk mod | BRCT PPI green | GFP derepression | Ub-GFP proteasome | HADH2 inh | HBB splicing | BRCT inh red | Hsp90 Hop PPI
c1ccc2sc(N3CCN(Cc4nnnn4CC4CCCO4)CC3)nc2c1 (configuration not stated) | -3% | -5% | · | -8% | -2.1% | 3% | -3% | -4% | -0.2%[57.5 µM] | -1.8% | -1%
Cn1c(CN2CCCC2)nc2cc(NC(=O)Nc3ccccc3)ccc21 | 10% | -8% | 17% | -2% | -2.1% | -2% | -6% | -10% | -1.1% | -1.7% | -5%
Cc1nn2c(c1-c1ccccc1)NC1=C(C(=O)CCC1)C2c1cccnc1 (configuration not stated) | -1% | -7% | 1% | 24% | -3.2% | 0% | 3% | ? | 1.1% | 0.3% | -1%
CCOC(=O)c1c(N)sc2c(O)c(Br)ccc12 | ? | -8% | -2% | 4% | -0.9% | 2% | ? | -11% | -1.4% | -1.3% | -1%
Cc1cccc(N(C)C(=O)CCS(=O)(=O)c2cccc3nonc23)c1 | 6% | 1% | 1% | 7% | -1.7% | 0% | -3% | -2% | -1.7% | -0.8% | 7%
Cc1ccccc1Cn1c(=O)c2c(nc3n2CCN3Cc2ccco2)n(C)c1=O | 3% | -7% | 4% | 3% | -0.9% | 2% | -6% | 3% | 7.3%[0.369 µM] | -1.0% | -2%
Cc1cc(C(=O)NCc2cccnc2)cs1 | -1% | -2% | 7% | 0% | -5.1% | -2% | 4% | -4% | -0.5% | 1.1% | -4%
O=C(NCc1cccnc1)C(C(=O)c1ccc(F)cc1)n1ccccc1=O (configuration not stated) | 1% | 2% | -6% | ? | -0.9% | 0% | -1% | -4% | -5.1% | 0.8% | -1%
COCCCN1C(=O)C(=O)/C(=C(/O)c2ccccc2)C1c1ccc(N(C)C)cc1 (configuration not stated) | -18% | -7% | 13% | 3% | 0.5% | 1% | -8% | -11% | · | -0.2% | -4%
CN1c2ccccc2C(C)(C)C12CCCC(=O)N2 (configuration not stated) | ? | -3% | 6% | -17% | 1.0% | 10% | -14% | -11% | 1.1% | -0.8% | -3%
O=C(Cc1cn2ccsc2n1)OCc1ccccc1 | 0% | 4% | -5% | -7% | -1.5% | 0% | 0% | 19% | -4.6% | -2.8% | 1%
COc1ccc(C)cc1NC(=O)CSc1nnc(-c2ccccn2)n1Cc1ccco1 | -10% | -4% | 6% | 1.6µM* | -2.9% | 3% | 6% | 3% | -1.1% | -0.8% | -4%
Cc1cccc(CN2CCN(CC(=O)O)C2=O)c1 | 7% | -6% | 0% | -6% | -2.2% | -2% | · | 2% | -1.2%[0.369 µM] | 1.7% | -4%
Cc1noc(C)c1C(=O)N1CCC2(CC1)CN(c1cccc(-c3ccccc3)c1)C2 | -12% | -10% | 133%[activator] | 6% | -0.6% | -2%[9.22 µM] | 4% | 2% | 1.8% | -0.5% | -3%
O=C(O)C1C2C=CC(C2)C1C(=O)NCCc1cccc(Cl)c1 (configuration not stated) | 1% | 2% | 3% | -11% | -2.4% | -2% | ? | 2% | 0.1%[9.22 µM] | 0.7% | -1%
Cc1ccc2oc3c(c(=O)c2c1)C(c1cccc(Br)c1)N(Cc1ccco1)C3=O (configuration not stated) | 3% | -2% | 6% | -8% | 0.3% | 5% | -1% | 8% | 7.7%[0.369 µM] | -0.7% | -3%
N#CCCn1c(=O)c(-c2cc(F)cc(F)c2)nc2cnc(Oc3cccc(Cl)c3)nc21 | 3% | 3% | 78%[activator] | 10µM* | 3.5% | -3%[9.22 µM] | -7% | ? | -1.9% | -2.7% | -10%
O=C(c1cccs1)n1cc(C(=S)N2CCOCC2)c2ccccc21 | -22%[11.4 µM] | -1%[11.4 µM] | 7%[7.66 µM] | ? | -1.5% | 2% | 5%[9.17 µM] | 4%[11.4 µM] | -2.1%[0.0738 µM] | -0.2% | -22%[11 µM]
CCn1nc(NC(=O)c2ccncc2)c2cc3ccccc3nc21 | -19% | 0% | 11% | 6.3µM* | -2.9% | -2% | · | -5% | 3.2%[0.369 µM] | -0.9% | 0%
CC(C)CNC(=O)c1cccc(NC(=O)C2CCCO2)c1 (configuration not stated) | 0% | -2% | 3% | 14% | -1.3% | -3% | -4% | 7% | 0.4% | -0.6% | 0%

Already shown: entries from further up.
SMILES | 15-hLO inh | DNA Pol III inh | USP2a inhib | CRE Fsk mod | BRCT PPI green | GFP derepression | Ub-GFP proteasome | HADH2 inh | HBB splicing | BRCT inh red | Hsp90 Hop PPI
O=C(O)C1C2C=CC(C2)C1C(=O)NCCc1cccc(Cl)c1 (configuration not stated) | 1% | 2% | 3% | -11% | -2.4% | -2% | ? | 2% | 0.1%[9.22 µM] | 0.7% | -1%
Cc1ccc2oc3c(c(=O)c2c1)C(c1cccc(Br)c1)N(Cc1ccco1)C3=O (configuration not stated) | 3% | -2% | 6% | -8% | 0.3% | 5% | -1% | 8% | 7.7%[0.369 µM] | -0.7% | -3%
N#CCCn1c(=O)c(-c2cc(F)cc(F)c2)nc2cnc(Oc3cccc(Cl)c3)nc21 | 3% | 3% | 78%[activator] | 10µM* | 3.5% | -3%[9.22 µM] | -7% | ? | -1.9% | -2.7% | -10%

(list continues)
SMILES | 15-hLO inh | DNA Pol III inh | USP2a inhib | CRE Fsk mod | BRCT PPI green | GFP derepression | Ub-GFP proteasome | HADH2 inh | HBB splicing | BRCT inh red | Hsp90 Hop PPI
O=C1CC(c2ccccc2)CC2=C1CN(C1CCCCC1)CN2 (configuration not stated) | 1% | -6% | 5% | -4% | -2.6% | 2% | 3% | -8% | -2.4%[57.5 µM] | 0.7% | 0%
CCCCOCCCNC(=O)N[C@@H](CCSC)C(=O)OC | -1% | 8% | 7% | -2% | -3.2% | 0% | -3% | 8% | -0.2%[57.5 µM] | -0.2% | 0%
Cc1ccccc1S(=O)(=O)Cc1ccc(C(=O)NCCCOC(C)C)o1 | -3% | 5% | 8% | ? | -1.4% | 2% | 4% | -2% | -2.7%[1.84 µM] | -0.3% | 2%
N#CCCn1c(=O)cnc2cnc(Oc3ccccc3)nc21 | 5% | -6% | 17% | ? | -0.9% | 0%[9.22 µM] | -2% | -2% | 1.4% | 0.4% | 0%
CC(Oc1ccc(Cl)cc1Cl)c1nc(-c2ccc(NC(=O)c3cccnc3)cc2)no1 (configuration not stated) | 0% | 19% | 50%[activator] | ? | 2.5% | 7% | 13% | -29% | 0.1% | -1.5% | 1%
O=C(c1ccc(CN2CCOCC2)cc1)N1CCC(Cc2ccccc2)CC1 | 4% | 4% | 10% | 2% | -1.5% | 1% | 6% | 1% | -2.8% | 0.3% | -2%
COCCCNC(=O)CN1C(=O)CSc2ncccc21 | 6% | 2% | · | -7% | -3.2% | -2% | -3% | 2% | -0.7% | -0.6% | 0%
CCOC(=O)N1CCN(S(=O)(=O)c2ccc(C)cc2)C1c1ccc(OC)cc1 (configuration not stated) | -6% | 6% | 1% | -4% | -1.0% | -2% | -8% | 4% | -0.3%[9.22 µM] | -0.1% | 4%
CCc1ccc(C2C3=C(CC(C)(C)CC3=O)Nc3c2c(=O)[nH]c2nc(C)nn32)cc1 (configuration not stated) | 14% | 4% | 11% | 4% | -0.1% | 0% | 2% | 0% | -0.8%[57.5 µM] | -2.1% | 2%
CC(=O)c1ccc(NC(=O)c2ccn[nH]2)cc1 | ? | -5% | -4% | 2% | 1.0% | 2% | 6% | -15% | -0.6% | 1.0% | -3%
CC1CCCCN1CCNC(=O)CC1Oc2ccccc2NC1=O (configuration not stated) | 3% | 0% | · | -4% | -0.4% | · | -3% | 2% | 0.4% | 0.6% | -6%[2.3 µM]
O=C(CSc1nc(N2CCCCC2)nc(N2CCCCC2)n1)N1CCN(c2ccccc2)CC1 | -19% | -1% | 7% | 0% | -4.7% | -3% | 3% | 8% | -0.2% | -0.7% | -14%
O=C(Nc1nc2ccccc2[nH]1)c1ccccc1F | -2% | -7% | 3% | -1% | 0.2% | -2% | 0% | -6% | 3.1%[1.84 µM] | 0.3% | -4%
